GLS inh = qHTS for Inhibitors of Glutaminase (GLS) | Potency, µM (doses to about 45.5 µM), without a hit: at the highest dose activity change, negative = inhibition, actives largely listed as inhibitors | GLS enzymatic activity, qHTS titration | hit rate 0.21% among 410,000; note: potency is the fitted concentration of half-maximal effect; % is set by controls: 0 for no effect and ±100 for the full control effect
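Assay buffer: 45 mM KH2PO4 pH 8.2, 0.02% Tween-20. hKGA acts on L-glutamine (1 mM solution added); product glutamate is reported by an oxidase/peroxidase Amplex Red coupling, with fluorescence taken at baseline and 30 min.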
POLH inh = qHTS for Inhibitors of Polymerase Eta | AID 588591, 2011 | Potency, µM (doses to about 114 µM), for the others: top-dose activity change, negative = inhibition, actives largely listed as inhibitors | recombinant Pol eta, fluorescent DNA replication assay | DNA polymerase eta (Homo sapiens), Q9Y253 | hit rate 1.2% among 390,000; note: potency is the fitted concentration of half-maximal effect; % is set by controls: 0 for no effect and ±100 for the full control effect
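Pol eta (10 nM) was preincubated with compounds for 15 min at room temperature, after which fluorescent replication substrate (50 nM final) was added to start the reaction. Fluorescence was read kinetically at 0 and 10 min.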
PGK inhibitor = qHTS Assay to Find Inhibitors of Phosphoglycerate Kinase; PGK/GAPDH coupled, Kinase-Glo luminescence, 60 min; Potency, µM (top dose mostly 57.5 µM), for the others: at the top dose activity change, negative = inhibition, usual class: inhibitors; hit rate 0.043% among 380,000; Phosphoglycerate kinase, glycosomal (Trypanosoma brucei brucei), P07378; note: potency is the fitted concentration of half-maximal effect; % is set by controls: 0 for no effect and ±100 for the full control effect; nearly all actives have a fitted effect of over 60% in size
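Luminescent ATP detection (Kinase-Glo Plus) follows a 60-minute room-temperature incubation, with wells lacking PGK as controls. Buffer: 100 mM TEA (pH 7.6), 5 mM MgCl2, 0.01% Tween-20. Coupling enzyme GAPDH (100 nM final) supplies unstable 1,3-BPG in-well.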
JMJD2A Tudor = qHTS Assay for Inhibitors of JMJD2A-Tudor Domain | Potency, µM (doses to about 114 µM), for inactives: at the top dose activity change, negative = inhibition, actives largely listed as inhibitors | AID 504339, 2011 | AlphaScreen JMJD2A-Tudor / H3K4me3 peptide binding | hit rate 4.4% among 390,000 | Lysine-specific demethylase 4A (Homo sapiens), O75164; note: potency is the fitted concentration of half-maximal effect; % is set by controls: 0 for no effect and ±100 for the full control effect; nearly all actives have a fitted effect of over 50% in size
BAZ2B block = qHTS Assay for Inhibitors of BAZ2B; AID 504333, 2011; Potency, µM (top dose mostly 114 µM), for the others: at the top dose activity change, negative = inhibition, hits mostly inhibitors; AlphaScreen BAZ2B-H3K14Ac peptide displacement; hit rate 4.4% among 360,000; note: potency is the fitted concentration of half-maximal effect; % is set by controls: 0 for no effect and ±100 for the full control effect; nearly all actives have a fitted effect of over 60% in size
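Compounds, titrated to a top concentration of 110 uM, were incubated 30 min at room temperature with preformed BAZ2B/acetyl-K14 H3 peptide complex (50 nM each). Proximity signal was measured by AlphaScreen after 20 min with beads.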
HP1b chromo inh = HTS for Inhibitors of HP1-beta Chromodomain Interactions with Methylated Histone Tails | AlphaScreen HP1-beta / biotin-H3K9me3 peptide binding | Chromobox protein homolog 1 (Homo sapiens), P83916 | hit rate 0.56% among 390,000 | Potency, µM (highest dose often 114 µM), for the others: at the highest dose activity change, negative = inhibition, usual class: inhibitors; note: potency is the fitted concentration of half-maximal effect; nearly all actives have a fitted effect of over 70% in size; inactives centre near 23
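HP1-beta protein (50 nM final) preincubated 30 min at room temperature with biotinylated H3(1-18)K9me3 peptide (50 nM) in PBS pH 7.4, 0.01% Tween-20, then compound added for 30 min. AlphaScreen streptavidin donor/nickel chelate acceptor beads (10 ug/mL final), 30 min dark, luminescence read.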
G9a block = qHTS Assay for Inhibitors of Histone Lysine Methyltransferase G9a | Potency, µM (doses to about 102 µM), for the others: top-dose activity, negative = inhibition, hits mostly inhibitors | AID 504332, 2011 | hit rate 8.8% among 350,000 | Histone-lysine N-methyltransferase EHMT2 (Homo sapiens), Q96KQ7 | G9a H3K9 monomethylation, AlphaScreen, 2 h; note: potency is the fitted concentration of half-maximal effect; % is set by controls: 0 for no effect and ±100 for the full control effect; nearly all actives have a fitted effect of over 75% in size
Target sequence (Q96KQ7 913-1193 limits assumed): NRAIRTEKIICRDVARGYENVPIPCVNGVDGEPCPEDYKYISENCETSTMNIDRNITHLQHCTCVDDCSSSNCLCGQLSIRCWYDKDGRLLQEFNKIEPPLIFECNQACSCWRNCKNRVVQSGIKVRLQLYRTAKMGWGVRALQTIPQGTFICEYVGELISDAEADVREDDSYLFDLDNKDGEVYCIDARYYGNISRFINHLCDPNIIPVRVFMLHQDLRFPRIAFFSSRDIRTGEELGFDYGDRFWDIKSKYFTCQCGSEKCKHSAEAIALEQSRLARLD
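Quantitative HTS format: methyltransferase activity on a biotin-tagged H3K9 peptide is measured by AlphaScreen, using a rabbit anti-monomethyl-H3K9 antibody with streptavidin donor and anti-IgG acceptor beads. Final levels are 20 nM enzyme, 500 nM peptide, 20 uM SAM; 2 h RT.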
Pin1 inh = qHTS Assay to Find Inhibitors of Pin1; hit rate 0.009% among 390,000; Potency, µM (doses to about 115 µM), for the others: at the highest dose activity, negative = inhibition, most hits filed as inhibitors; AID 504891, 2011; Pin1 FP peptide displacement, HiFluor488, 10 min; Peptidyl-prolyl cis-trans isomerase NIMA-interacting 1 (Homo sapiens), Q13526; active = well fitted inhibition curve with a large enough effect in the polarisation, with a control signal flat, not every such curve was filed as active; inconclusive = small, poorly fitted or top-dose-only effect, or effect the other way, or a change in a side signal; inactive = no such curve, though single readings can be large or run the other way; the % refers to the polarisation; note: potency is the fitted concentration of half-maximal effect; % is set by controls: 0 for no effect and ±100 for the full control effect
Target sequence (Q13526 whole entry, looked up): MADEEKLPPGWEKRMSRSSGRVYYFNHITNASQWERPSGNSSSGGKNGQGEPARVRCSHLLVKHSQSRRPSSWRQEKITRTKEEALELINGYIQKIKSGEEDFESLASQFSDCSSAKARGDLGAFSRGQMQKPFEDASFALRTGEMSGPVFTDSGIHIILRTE
PI4K2A block = qHTS for small molecular inhibitors of PI4K2A; Phosphatidylinositol 4-kinase type 2-alpha (Homo sapiens), Q9BTU6; purified PI4K2A, ADP-Glo luminescence, 1 h; hits give low values; activity change, negative = inhibition, % at 76.9 µM; hit rate 0.13% among 420,000; in the data active = activity change below about -50%; inconclusive = mostly about -30% to -49%;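 note: -100% = wells without enzyme as full effect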
Target sequence (Q9BTU6 whole entry, looked up): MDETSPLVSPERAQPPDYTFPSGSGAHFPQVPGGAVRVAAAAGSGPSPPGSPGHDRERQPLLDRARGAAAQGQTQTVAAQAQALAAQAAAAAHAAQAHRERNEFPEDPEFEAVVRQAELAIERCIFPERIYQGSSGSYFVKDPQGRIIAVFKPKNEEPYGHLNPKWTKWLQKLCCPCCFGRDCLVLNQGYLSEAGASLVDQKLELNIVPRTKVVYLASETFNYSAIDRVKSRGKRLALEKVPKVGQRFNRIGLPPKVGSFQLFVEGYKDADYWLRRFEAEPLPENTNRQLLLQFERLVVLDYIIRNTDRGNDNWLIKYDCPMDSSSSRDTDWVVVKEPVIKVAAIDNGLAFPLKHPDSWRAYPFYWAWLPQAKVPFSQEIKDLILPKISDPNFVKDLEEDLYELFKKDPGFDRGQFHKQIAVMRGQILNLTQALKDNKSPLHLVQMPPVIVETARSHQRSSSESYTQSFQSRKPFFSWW
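Compounds are screened against recombinant PI4K2A using PI as substrate and ATP, the latter dispensed at 300 microM. Reactions run one hour at ambient temperature before ADP-Glo detection; full inhibition defined by wells lacking enzyme.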
* marks the source's active call; other numbers are inactive results; i = inactive; ? = inconclusive; / = not tested or not shown; & = joins results of further samples; [ ] = remark or other dose. Unless noted, calls come from the whole dose curve; as a rule, active = well fitted curve in the direction sought with a large enough effect; inconclusive = small, poorly fitted or top-dose-only effect, or another doubt; inactive = no such curve, though single readings can be large; an effect the other way counts as inactive or inconclusive. The list is partial. The share of hits here may be higher or lower than overall.

SMILES	GLS inh	POLH inh	PGK inhibitor	JMJD2A Tudor	BAZ2B block	HP1b chromo inh	G9a block	Pin1 inh	PI4K2A block
C=CCOC(=O)N1CCC2CC1c1cc(-c3cccc(C)c3)ccc12 (centres undefined)	4%	-6%	i	62%[activator]	/	89%[activator]	/	1%	2
CC1CCN(C(=O)CCn2c(=O)oc3ccc(Cl)cc32)CC1	3%	-7%	4%	/	/	/	/	/	0
Cc1nc(-c2ccc(F)cc2)sc1CCNC(=O)c1ccccc1C(F)(F)F	2%	-15%	-5%	-26%	-2%	-1%[57 µM]	4%[59 µM]	-3%	-1
Cc1cc2nc3c(nc2cc1C)C1(C(=O)O)CCC3(C)C1(C)C (centres undefined)	6%	-7%	-10%	-11%	11%	17%	-22%[12.7 µM]	7%	1
O=C(CCNS(=O)(=O)c1ccc(Cl)cc1)N1CCC2(O)CCCCC2C1 (centres undefined)	15%	-2%	5%	-2%	51%[activator]	18%	10%	-6%	4
Cc1cc(C)nc(NC(=O)c2ccc([N+](=O)[O-])c(C)c2)n1	6%	-1%	6%	-5%	-18%	5%	?	2%	4
COC(=O)c1ccc(NC(=O)CSc2nc(=O)[nH]c3c2CCCC3)cc1	-6%	-6%	-10%	-8%	4%	23%	-5%[59 µM]	-3%	-1
O=C(CSc1nc2ccccc2s1)Nc1ccc(N2CCOCC2)c(Cl)c1	-5%	-16%	i	-22%	4%	23%	7.1µM*	11%	-3
CC(C)(C)NC(=O)CSc1nc2ccc(NC(=O)CSc3nnc(N)s3)cc2s1	5%	-9%	4%	-8%	-3%	10%	?	4%	2
CCOC(=O)Cc1csc(N/C(=N/S(=O)(=O)c2ccc(F)cc2F)c2ccccc2)n1	-5%	-3%	-7%	-12%	11%	12%	-25%	2%	2
CCc1ccccc1NC(=O)CCc1c(C)nc2cc(-c3ccccc3)nn2c1C	2%	-8%	6%	-20%	-18%	11%	4%[59 µM]	12%	-3
Cc1ccc(C)c(NC(=O)CSc2ncnc3nc[nH]c23)c1	0%	-1%	i	-23%	-1%	21%	?	-1%	5
CCCc1nc2sc3c(c2c(=O)[nH]1)CCCC3	?	-18%	i	?	-5%	-14%	/	-11%	3
Cn1c(=O)[nH]c(=O)c2[nH]c(CN3CCN(C(=O)c4ccco4)CC3)nc21	6%	-5%	2%	3.2µM*	-22%	12%	?	-9%	-3
CCOC(=O)c1c(C)[nH]c(C)c1S(=O)(=O)N1CCC(C(=O)Nc2ccc(C)cn2)CC1	0%	-10%	-6%	-10%	-28%	4%	6%[59 µM]	-8%	0
Cc1ccc(S(=O)(=O)Nc2ccccc2C(=O)N2CCN(C)CC2)cc1	29%	-20%	-4%	2%	-3%	29%	27%	-2%	7
O=C(Nc1cccc(F)c1)C1CCN(C(=O)NCc2ccccc2)CC1	3%	-2%	0%	-3%	-4%	3%	7%	-1%	-7
Cc1cc(NC(=O)c2cc(C(C)(C)C)oc2C)no1	0%	1%	5%	-16%	-11%	33%	3%	1%	-1
Clc1ccc2[nH]c3c(N4CCC5(CC4)OCCO5)ncnc3c2c1	1%	-28%	3%	1%[11.4 µM]	5%	31%	18%[2.33 µM]	0%	11
Cc1cc(=O)oc2cc(OCC(=O)NCC3CCC(C(=O)O)CC3)ccc12 (centres undefined)	-1%	-7%	-7%	-16%	13%[57.1 µM]	65%[activator]	/	-8%	-2
Cc1cc(C)cc(NC(=O)COC(=O)CNC(=O)C2CCCCC2)c1	-2%	-27%	10%	2%	1%	31%	16%[12.7 µM]	?	4
COc1cccc2sc(Nc3nnc(-c4cccs4)o3)nc12	8%	-11%	-1%	9%[57.1 µM]	-4%	29%	28%[2.33 µM]	1%	1
COC(=O)CC1C(=O)NCCN1C(=S)NC(=O)c1sc2ccccc2c1Cl (centres undefined)	-1%	-12%	-1%	1%[11.4 µM]	?	12%	?	-11%	-12
CC[C@@]12C(=O)N(c3ccc(C)cc3)C(=O)N1[C@H](c1ccc(Br)cc1)[C@@H]1C(=O)N(C(C)(C)C)C(=O)[C@@H]12	-3%	-10%	0%	-17%	-10%	48%	18%	8%	-1
CCOc1ccc(C(c2c(O)nc(SC)n(C)c2=O)c2c(O)nc(SC)n(C)c2=O)cc1	25%	-5%	-7%	-16%	-5%	45%[activator]	11µM*	2%	-22

Other structures
SMILES	GLS inh	POLH inh	PGK inhibitor	JMJD2A Tudor	BAZ2B block	HP1b chromo inh	G9a block	Pin1 inh	PI4K2A block
COc1ccc(C(=O)NNc2ccccc2)cc1	9%	-18%	i	-3%	?	13%	8.9µM*	-2%	1
Cc1cccc(N2CCN(C(=O)c3ccc(NS(=O)(=O)c4c(C)noc4C)cc3)CC2)c1C	3%	-12%	-5%	-2%	-30%	21%	-34%[59 µM]	0%	-8
CCS(=O)(=O)c1ccc2oc(SCC(=O)Nc3ccc(OC)c(OC)c3)nc2c1	1%	-7%	1%	-2%[57.1 µM]	-4%	44%[activator]	-12%	7%	12
CCc1ccc(/C=C2/C(=O)N(c3ccccc3)C(=S)N2CC(=O)OC)s1	1%	-14%	-9%	-17%	-29%	-4%	9%[59 µM]	?	-1
CN(C)c1ccc(-c2noc(-c3ccccc3O)n2)cc1	3%	9%	-8%	-10%	-5%	34%[activator]	19%[2.33 µM]	-3%	2
Cc1ccc(NC(=O)CSc2nnc([C@@H]3CCCN3C(=O)OC(C)(C)C)o2)c(C)c1	1%	-12%	i	-1%	10%	-11%	-4%[59 µM]	4%	4
NC(=O)C(c1cccc(Cl)c1)c1ncc(C(F)(F)F)cc1Cl (centres undefined)	-8%	-5%	-1%	-13%	5%	19%	87%[activator][59 µM]	-8%	-3
O=C1NC2(CCCCC2)C(=O)N1Cc1cc(=O)n2ccsc2n1	2%	-18%	-1%	-10%	/	33%	7%	-13%	-12
CCOC(=O)C1CCN(C(c2cc3cc(C)cc(C)c3[nH]c2=O)c2nnnn2C2CCCCC2)CC1 (centres undefined)	-5%	9%	-6%	-15%	/	27%	/	-7%	-3
O=c1oc(-c2ccccc2)nc2sc3c(c12)CCCC3	3%	-6%	-11%	24%	14%	34%[activator]	33%[activator][59 µM]	3%	-1
C=CCN1C(=O)CSc2ccc(C(=O)NCc3ccco3)cc21	-3%	-9%	-4%	-22%	-5%	18%	40µM*	0%	4
COc1ccc(OC)c(NC(=O)CSc2nnnn2-c2ccc3c(c2)OCO3)c1	-20%	-6%	5%	-12%	10%	12%	0%[59 µM]	12%	-1
CCOc1ccc(NC(=O)CN(C)C(=O)CSCc2cccc(C)c2)cc1OCC	11%	-9%	i	-9%	-1%	26%	?	2%	3
Cc1cc(C(=O)NC2CC(C)(C)Cc3c2cnn3-c2cccc(F)c2)n(C)n1 (centres undefined)	-8%	-10%	-1%	-6%	-15%	30%	29%	-2%	4
Cc1ncc([N+](=O)[O-])n1Cc1ccc(Br)cc1	-3%	-11%	-4%	-2%	-17%	40%[activator]	3%	5%	2
CCOC(=O)C(C#N)c1ccccn1 (centres undefined)	7%	-14%	3%	-10%	12%	25%	0%[12.7 µM]	-8%	6
OC(COc1ccc2ccccc2c1)CN1CCOCC1 (centres undefined)	12%&0%	-6%&-12%	2%&-9%	-15%&16%	-1%	29%&42%	-5%[59 µM]	-2%&-1%	4&5
Cc1ccc(-n2c(=O)c3c(cnn3C)n(CC(=O)Nc3cccc(Cl)c3)c2=O)cc1	1%	-5%	0%	-22%	0%	11%	1%[59 µM]	-1%	2
CCCNS(=O)(=O)c1cc(-c2nnc3c4ccccc4c(C)nn23)ccc1OC	6%	-17%	-6%	0%	-2%	24%	5%[59 µM]	-3%	0
CCOc1ccc(Br)cc1C(=O)N/N=C/c1cccnc1	-3%	?	6%	1%	-13%	53%[activator]	14%	1%	-3
O=C(NC1CCCC1)c1c(O)nc2sccn2c1=O	2%	-15%	0%	-16%	1%	31%	?	0%	5
CCCOC1CCCN(C(=O)c2ccc(OC3CCN(C(=O)CCOC)CC3)cc2)C1 (centres undefined)	5%	-19%	-2%	-16%	-2%	27%	23%	-11%	10
COc1ccc(NC(=O)C2CCCN(CCCc3ccccc3)C2)cc1OCC(C)C (centres undefined)	3%	-17%	5%	?	?	6%	/	?	2
COC(=O)c1ccc(NC(=O)NCCCl)cc1	0%	1%	2%	-13%	-15%	29%	-8%	-10%	-15
C/C(C=O)=C/c1ccccc1	-8%	-9%	5%	-14%	7%	20%	-4%[0.501 µM]	2%	1
Cc1ccc(NC(=O)C(C)n2nnc3sc4c(c3c2=O)CCCC4)cc1Cl (centres undefined)	-4%	/	/	-29%	-16%	42%[activator]	?	40%[activator]	-1
